Bcl-2 Bim block: inhibitors of Bim-Bcl-2 interaction, human; P10415; Bead-based flow cytometry, Bim peptide-Bcl-2 binding; inhibition, % at 10 µM; actives 0.06% (n = 190,000); in the data active = inhibition above about 40%; inconclusive = no clear call, values can overlap the other calls;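 also: 0% = no compound wells with probe peptide and 100% = reference peptide inhibitor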
Target sequence (P10415 whole entry, looked up): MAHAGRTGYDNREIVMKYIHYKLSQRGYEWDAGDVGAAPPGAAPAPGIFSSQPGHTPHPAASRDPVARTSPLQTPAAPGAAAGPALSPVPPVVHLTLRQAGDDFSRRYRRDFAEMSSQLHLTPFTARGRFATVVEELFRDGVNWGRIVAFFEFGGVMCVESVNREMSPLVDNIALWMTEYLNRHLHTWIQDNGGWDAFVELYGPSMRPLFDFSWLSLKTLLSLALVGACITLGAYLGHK
ABCG2 inh: blocks JC-1 efflux by human ABCG2 transporter. inhibition, % at 6.6 µM. IgMXP3 cells, flow cytometry. actives 0.1% (n = 190,000). AID 1325;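 active = inhibition above 80%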;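 also: 0% = DMSO and 100% = nicardipine control wells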
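System: two drug-resistant human cell lines, ABCG2 and ABCB1; controls: nicardipine high and DMSO low controls; times: 10 min exposure at 25 °C with rotation, no wash; detection: flow cytometry of retained JC-1 fluorescence; read-out basis: percent efflux inhibition, scaled nicardipine 100% to DMSO 0%; doses: one concentration, 6.6 µM final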
RGS7-Gao reg: human RGS7-Galphao interaction regulation | P09471 | AID 1439 | Multiplexed bead flow cytometry, RGS7-Galphao binding; actives lie on both sides | binding response (% of control), % at 10 µM | actives 0.35% (n = 220,000); in the data active = binding response below about 49% or above about 150%; inconclusive = no clear call, values can overlap the other calls; inactive = in between;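 also: fluorescent Galphao held in activated GDP-AlF4 state binding bead-coupled RGS7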
Bcl-XL Bim block: disrupts Bim peptide binding to human Bcl-XL | bead flow cytometry, fluorescence | inhibition, % at 10 µM | actives 0.04% (n = 190,000)
Target sequence (Q07817 whole entry, looked up): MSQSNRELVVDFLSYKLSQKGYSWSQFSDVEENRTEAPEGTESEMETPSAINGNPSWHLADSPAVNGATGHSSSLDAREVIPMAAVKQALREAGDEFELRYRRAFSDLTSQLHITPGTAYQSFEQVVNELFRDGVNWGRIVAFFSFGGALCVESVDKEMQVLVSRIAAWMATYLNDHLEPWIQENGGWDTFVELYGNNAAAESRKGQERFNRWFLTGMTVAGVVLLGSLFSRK
Bcl-B Bim block: human Bim-Bcl-B interaction inhibition. actives 0.073% (n = 190,000). bead-based flow cytometry, Bim peptide-Bcl-B binding. Q9HD36. AID 951. inhibition, % at 10 µM;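 also: 0% = tracer peptide without compound and 100% = reference inhibitor peptide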
Target sequence (Q9HD36 whole entry, looked up): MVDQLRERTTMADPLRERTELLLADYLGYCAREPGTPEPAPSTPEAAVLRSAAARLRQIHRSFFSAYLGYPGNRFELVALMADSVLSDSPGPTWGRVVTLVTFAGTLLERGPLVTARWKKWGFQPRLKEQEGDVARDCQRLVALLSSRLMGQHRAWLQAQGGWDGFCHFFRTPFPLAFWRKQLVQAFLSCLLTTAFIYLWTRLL
Mcl-1 Bim block: disrupts Bim peptide binding to human Mcl-1. Q07820. Bead-based flow cytometry, Bim peptide-Mcl-1 binding. inhibition, % at 10 µM. actives 0.1% (n = 190,000);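 also: 0% = no compound tracer wells and 100% = peptide blocker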
RGS8-Gao reg: human RGS8-Galphao interaction regulation | P09471 | multiplexed bead flow cytometry, RGS8-Galphao binding; actives lie on both sides | response (percent of control binding), % at 10 µM | actives 0.34% (n = 220,000) | AID 1423; in the data active = response below about 60% or above about 140%; inactive = in between;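 also: Galphao activated as the GDP aluminium fluoride complex binding bead-coupled RGS8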
Bfl-1 Bim block: disrupts Bim binding to human Bfl-1. Q16548. Bead-based flow cytometry, Bim-Bfl-1 binding inhibition. inhibition, % at 10 µM. actives 0.12% (n = 190,000);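 also: 0% = wells without compound plus tracer and 100% = blocker peptide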
RGS4-Gao reg: human RGS4-Galphao interaction regulation. actives 0.33% (n = 220,000). Multiplexed bead flow cytometry, RGS4-Galphao binding; actives lie on both sides. AID 1415. binding response (% of control), % at 10 µM. P09471; in the data active = binding response below about 49% or above about 150%; inactive = in between;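 also: fluorescent Galphao activated with aluminum fluoride binding bead-coupled RGS4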
Bcl-W Bim block: disrupts Bim peptide binding to human Bcl-W; bead-based flow cytometry; inhibition, % at 10 µM; actives 0.02% (n = 190,000); AID 952;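 also: 0% = bound tracer without compound and 100% = peptide blocker; higher means less fluorescent Bim peptide bound to Bcl-W beads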
Target sequence (Q92843 whole entry, looked up): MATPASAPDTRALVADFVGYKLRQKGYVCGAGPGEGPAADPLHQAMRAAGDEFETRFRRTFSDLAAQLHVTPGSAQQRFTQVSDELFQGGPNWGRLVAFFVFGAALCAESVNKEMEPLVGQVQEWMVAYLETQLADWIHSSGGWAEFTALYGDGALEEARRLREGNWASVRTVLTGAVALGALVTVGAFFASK
ABCB1 inh: inhibitors of human ABCB1 transporter, ABCG2 counter-screen. CCRF-Adr cells, JC-1 efflux, flow cytometry. inhibition, % at 6.6 µM. actives 0.067% (n = 190,000). AID 1326; in the data active = inhibition above about 40%;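 also: 0% = vehicle and 100% = reference inhibitor; higher value means more JC-1 retained so stronger ABCB1 efflux block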
Active calls of the source: *; ? = inconclusive; [ ] = dose if it differs, or a comment. Rule as the data show it, unless noted: active = inhibition above about 40%.

SMILES	Bcl-2 Bim block	ABCG2 inh	RGS7-Gao reg	Bcl-XL Bim block	Bcl-B Bim block	Mcl-1 Bim block	RGS8-Gao reg	Bfl-1 Bim block	RGS4-Gao reg	Bcl-W Bim block	ABCB1 inh
COc1ccc(CCNC(=O)NC(C(F)(F)F)C(F)(F)F)cc1OC	-3	1	106	3	-5	0	112	-2	111	0	-0.1
CCOC(=O)C1CCN(S(=O)(=O)c2ccc(-n3cnnn3)c(C)c2)CC1	-5	0	104	-4	-4	-3	102	-4	100	-2	0.1
COc1ccc(-c2oc3ncnc(NCCCN4CCOCC4)c3c2-c2ccc(OC)cc2)cc1	-2	2	96	-4	-2	-1	98	-2	95	0	3.5
CN(c1ncc(C(F)(F)F)cc1Cl)N1C(=O)C2ONC3(C(=O)CC(C)(C)CC3=O)C2C1=O (stereo not drawn)	-3	4	96	-5	-7	-3	99	-16	99	-2	0.5
COc1ccc(CN=C(N)N=C(N)N)cc1Cl	3	4	88	3	-3	1	94	-3	91	3	1.0
N#CC1=C(N)OC2=C(C(=O)CCC2)C1c1ccoc1 (stereo not drawn)	0	1	94	1	-2	-1	100	-5	99	0	-0.1
CCN(C(=O)CSc1nnc(Nc2cccc(C)c2C)s1)C1CCS(=O)(=O)C1 (stereo not drawn)	-11	14	90	-6	-7	-10	99	-15	99	-4	0.6
O=C(Nc1ccc(NC(=O)c2ccco2)cc1)c1ccc2c(c1)OCO2	-6	7	98	-4	-5	0	98	-14	97	0	0.2
CC1(C)CC(=O)C(/C=N/n2c(C(F)(F)F)nc3ccccc3c2=O)=C(O)C1	5	3	103	6	1	1	103	0	104	1	0.4
O=C(COC(=O)COc1ccc(Cl)cc1)NC1CCCCC1	0	14	99	1	0	0	99	-2	101	-1	3.1
c1cnc(SCCOc2cccc3ccccc23)nc1	-6	12	98	5	-3	1	101	-9	99	4	-0.1
CCOC(=O)N1CCN(C(=O)c2cn(C)c(=O)c3c2c2ccccc2n3C)CC1	-5	2	103	0	-6	-4	101	-3	103	-3	0.6
CCC(=O)NC1=C(C#N)C2(CCCC2)Cc2ccccc21	-15	1	98	-1	-32	-81	97	-15	102	1	-1.0
Cc1cccc(NC(=O)CSc2nc3ccccc3c3nc(CCc4c(C)n[nH]c4C)nn23)c1	-5	2	101	-4	-4	0	103	-3	102	0	1.0
Cc1ccc(Oc2ccc(-c3nc(N)nc(N)n3)cc2)cc1	-15	7	99	-5	-9	-1	100	-11	99	1	0.7
Cc1cc(C)cc(N2CCCC2=O)c1	5	0	100	-7	-4	-1	102	1	101	-6	0.1
CS(=O)(=O)N1CCc2cc(NC(=O)c3ccc(Cl)cc3Cl)ccc21	6	10	100	-2	1	4	101	6	101	-1	1.1
CCCCc1ccc(/C=C2\C(=O)ON=C2c2ccccc2)s1	-3	0	97	-8	-9	-3	83	-1	94	-5	-0.3
COc1cccc(CN(C)c2nc(-c3cccs3)nc3ccccc23)c1	-3	11	94	2	1	0	95	-2	96	3	1.2
CS(=O)(=O)CCC(C(=O)n1nnc2ccccc21)N1C(=O)c2ccccc2C1=O (stereo not drawn)	0	0	94	-2	-2	-3	99	-2	94	1	-0.1
Cc1nc(-c2ccc(C(=O)O)cc2)cs1	2	1	98	0	-3	3	98	2	98	0	0.2
O=C(Nc1ncc(Cc2ccc(SC(F)F)cc2)s1)c1ccccc1	-11	3	92	-7	-6	-6	83	-7	92	-3	0.2
Cc1nn(Cc2ccccc2)c(Cl)c1C(=O)NCc1ccc(C)n1C	-9	2	98	-5	-3	1	101	-11	92	0	0.3
CCOC(=O)c1cn(Cc2ccc(Br)cc2)nn1	-4	4	101	-7	-4	-9	100	-2	102	-5	0.8
C/C(=N/NS(=O)(=O)c1ccc(Cl)cc1)c1cccc(NC(=O)c2ccc(Cl)cc2Cl)c1	-1	0	101	-2	0	-1	96	-7	100	3	0.2

A section from further up:
SMILES	Bcl-2 Bim block	ABCG2 inh	RGS7-Gao reg	Bcl-XL Bim block	Bcl-B Bim block	Mcl-1 Bim block	RGS8-Gao reg	Bfl-1 Bim block	RGS4-Gao reg	Bcl-W Bim block	ABCB1 inh
Cc1ccc(Oc2ccc(-c3nc(N)nc(N)n3)cc2)cc1	-15	7	99	-5	-9	-1	100	-11	99	1	0.7
Cc1cc(C)cc(N2CCCC2=O)c1	5	0	100	-7	-4	-1	102	1	101	-6	0.1
CS(=O)(=O)N1CCc2cc(NC(=O)c3ccc(Cl)cc3Cl)ccc21	6	10	100	-2	1	4	101	6	101	-1	1.1
CCCCc1ccc(/C=C2\C(=O)ON=C2c2ccccc2)s1	-3	0	97	-8	-9	-3	83	-1	94	-5	-0.3
COc1cccc(CN(C)c2nc(-c3cccs3)nc3ccccc23)c1	-3	11	94	2	1	0	95	-2	96	3	1.2
CS(=O)(=O)CCC(C(=O)n1nnc2ccccc21)N1C(=O)c2ccccc2C1=O (stereo not drawn)	0	0	94	-2	-2	-3	99	-2	94	1	-0.1
Cc1nc(-c2ccc(C(=O)O)cc2)cs1	2	1	98	0	-3	3	98	2	98	0	0.2
O=C(Nc1ncc(Cc2ccc(SC(F)F)cc2)s1)c1ccccc1	-11	3	92	-7	-6	-6	83	-7	92	-3	0.2
Cc1nn(Cc2ccccc2)c(Cl)c1C(=O)NCc1ccc(C)n1C	-9	2	98	-5	-3	1	101	-11	92	0	0.3
CCOC(=O)c1cn(Cc2ccc(Br)cc2)nn1	-4	4	101	-7	-4	-9	100	-2	102	-5	0.8
C/C(=N/NS(=O)(=O)c1ccc(Cl)cc1)c1cccc(NC(=O)c2ccc(Cl)cc2Cl)c1	-1	0	101	-2	0	-1	96	-7	100	3	0.2

Next structures
SMILES	Bcl-2 Bim block	ABCG2 inh	RGS7-Gao reg	Bcl-XL Bim block	Bcl-B Bim block	Mcl-1 Bim block	RGS8-Gao reg	Bfl-1 Bim block	RGS4-Gao reg	Bcl-W Bim block	ABCB1 inh
COc1ccccc1C(=O)NC(CCSC)C(=O)NC1CCCCCC1 (stereo not drawn)	-1	3	?	-3	-3	0	99	-4	100	-1	0.9
O=C(COC(=O)Cn1cnc2ccccc21)NCc1ccc(F)cc1	-3	0	?	-2	-2	-1	102	-4	101	0	-0.1
CC(=O)N1CCN(c2ccc(NC(=O)/C=C/c3ccccc3)cc2)CC1	-7	10	94	-3	-4	-2	98	-8	97	-3	-0.1
CCOc1ccc2nc(SCC(=O)c3cccs3)sc2c1	-3	20	110	-10	-7	-3	115	-4	112	-3	-0.1
CCN1CCN(C(=S)c2ccc(OCC(=O)NCc3ccccc3)cc2)CC1	-4	4	154*[activator]	-11	-37	-6	90	4	101	0	0.7
Cc1nc2cc(Cl)ccc2n1CCO	-6	6	97	-6	-7	-5	101	-14	99	-6	0.0
CC(CCc1ccccc1)NC(=O)c1cc2sccc2n1C (stereo not drawn)	-6	3	101	-1	-1	-1	100	-3	98	-2	0.3
O=C(Cn1cnc2c(nnn2Cc2ccc(F)cc2)c1=O)Nc1cccc(F)c1	2	3	94	0	-1	3	96	-2	93	1	-0.3
O=C(COc1cccc2c1CCN(Cc1ccccc1F)C2=O)N1CCCCC1	0	7	106	-2	-3	0	102	-2	103	0	0.9
CCN(CCCNC(=O)CCn1c(=O)[nH]c2ccsc2c1=O)c1ccccc1	1	2	102	0	-3	-1	101	0	101	1	0.5
COc1ccc(Cn2cccc(NC(=O)Nc3ccc(F)cc3)c2=O)cc1	-3	2	99	1	-3	2	103	-2	100	0	0.6
O=C1CC(c2ccccc2)CN1S(=O)(=O)c1ccccc1 (stereo not drawn)	-9	0	104	-3	-8	-2	103	-9	107	-4	0.1
O=C(C1=C(O)C(=O)N(CCCN2CCOCC2)C1c1ccccn1)c1cc2ccccc2o1 (stereo not drawn)	-10	4	97	-9	-7	-3	101	-14	102	-2	2.6
Oc1ccccc1OCc1nc2ccccc2s1	5	-3	117	8	2	2	133	6	119	3	-2.2
O=c1cc(CN2CCN(S(=O)(=O)c3ccccc3)CC2)nc2sccn12	2	4	90	0	1	1	100	-2	97	0	1.1
Cc1ccc2nc(SCC(=O)c3ccc4c(c3)OCO4)[nH]c2c1	-1	3	99	0	0	-1	97	-2	97	-1	0.3
Nc1c(C(=O)Nc2ccc(S(=O)(=O)N3CCCC3)cc2)sc2nc3ccc(OC(F)(F)F)cc3cc12	0	-3	104	-3	-1	1	101	-6	104	-4	0.1
CCN(CC)S(=O)(=O)c1ccc(OC)c(NC(=O)Cc2cccs2)c1	-1	9	99	0	-4	-1	104	-9	99	-4	0.9
COc1ccc2oc(C(F)(F)C(F)(F)F)cc(=O)c2c1	-9	1	98	-9	-11	-2	104	-17	106	-1	0.3
Nc1c(C(=O)c2ccc(Br)s2)oc2ccccc12	7	1	88	3	3	-1	96	-1	96	1	-0.1
CC1(C)CC(=O)c2cnc(NC(=O)Cc3ccc(Cl)cc3)nc2C1	-1	5	94	-2	1	-4	88	-2	89	-2	0.5
CC(=O)c1ccc(NC(=S)NC(C)CCc2ccccc2)cc1 (stereo not drawn)	-6	9	102	-6	-14	-6	102	-6	98	-1	1.2
O=C(NCC1CCCO1)C1CCCN1C(=O)Nc1ccc(Cl)cc1 (stereo not drawn)	-2	0	97	-3	-5	3	102	-4	103	2	0.1
Cc1cc(Cl)ccc1OCC(=O)N/N=C1\CCCc2ccccc21	-3	4	98	-1	-3	-2	100	-2	100	0	0.4
Cc1cc(Br)ccc1OCCCCNCCO	-3	1	102	-3	-2	-1	102	-5	100	-3	0.3
O=C(O)C1C2CCC(O2)C1C(=O)Nc1ccc(F)cc1 (stereo not drawn)	-4	4	103	-3	-4	-2	102	-5	99	0	2.2
c1ccc(CN(Cc2ccccc2)c2nn[nH]n2)cc1	0	0	100	0	-1	1	101	-3	100	1	0.3
Cc1ccc2c(c1)N(CCCC(=O)NCC1COc3ccccc3O1)C(=O)CO2 (stereo not drawn)	0	3	102	0	-2	-2	102	-2	100	-4	0.6
COc1ccc(-c2cc(-c3ccc(OC)c(OC)c3)n[nH]2)c(O)c1	-6	1	102	1	0	0	103	2	102	2	0.1

Compounds were not picked by outcome; overall some 0.94% were active at least once.
